# Screening data deposited in PubChem by several laboratories.
# Myeloid diff MLP = promotes myeloid progenitor differentiation; ER-HoxA9 myeloid progenitors, lysozyme-GFP differentiation, flow cytometry; calls only at 10 µM; 360,000 compounds, 1% hits; AID 624256;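 active = normalized GFP-positive differentiation at or above the plate's own cutoff, the solvent-only control mean plus 3 SD; inconclusive = no clear call, values can overlap the other calls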;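 note: cells exposed to compound for four days before flow analysis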
# Rac1 GTP hydrolysis = MgcRacGAP GTPase-activating activity inhibitors, confirmation, biochemical, ADP Hunter fluorescence. MgcRacGAP-stimulated Rac1 GTP hydrolysis, ADP Hunter fluorescence; higher % means a stronger effect; GST-tagged Rac1 F28L mutant substrate. one-dose inhibition, % at 30 µM; IC50 in µM for titrated hits. 340,000 compounds, 0.6% hits. AID 624330;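 active = first-screen hits whose inhibition reached a set limit at any dose in the follow-up dose series; inconclusive = inhibition above the set first-screen limit but never retested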;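 note: fluorescence reports GDP produced by GAP-driven GTP hydrolysis; strong numbers were not always called active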
# K1F lysis inhibition = inhibition of K1F phage lysis, E. coli UTI89, bacterial capsule biogenesis inhibitors, alamar blue (AID 488966); inhibition, % at 100 µM; hits with a dose series show IC50 in µM; 340,000 compounds, 0.02% hits; E. coli UTI89 K1F phage lysis, alamar blue, 2 h; higher % means a stronger effect;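 active = phage lysis inhibition, versus mean bacterial control, above a set limit; inconclusive = no clear call, values can overlap the other calls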;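 note: capsule biogenesis inhibitors block K1F phage lysis so surviving cells raise fluorescence; higher fluorescence means more inhibition of phage lysis; actives were called in the ten point dose series up to 300 µM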
# NTR1 ag = agonists of NTR1, primary screen, imaging, U2OS cells, beta-arrestin-GFP, high content (AID 493036); P30989; NTR1-U2OS beta-arrestin-GFP spot imaging, agonist mode; 330,000 compounds, 0.17% hits; activation, % at 20 µM;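 active = activation at or above 40% of the spot to cytoplasm intensity ratio, with at least 20 cells analyzed; inconclusive = wells under 20 cells, flagged as cytotoxic or low count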;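 note: 0% = DMSO without peptide and 100% = 100 nM NTR1 peptide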
# Target sequence (P30989 whole entry, looked up): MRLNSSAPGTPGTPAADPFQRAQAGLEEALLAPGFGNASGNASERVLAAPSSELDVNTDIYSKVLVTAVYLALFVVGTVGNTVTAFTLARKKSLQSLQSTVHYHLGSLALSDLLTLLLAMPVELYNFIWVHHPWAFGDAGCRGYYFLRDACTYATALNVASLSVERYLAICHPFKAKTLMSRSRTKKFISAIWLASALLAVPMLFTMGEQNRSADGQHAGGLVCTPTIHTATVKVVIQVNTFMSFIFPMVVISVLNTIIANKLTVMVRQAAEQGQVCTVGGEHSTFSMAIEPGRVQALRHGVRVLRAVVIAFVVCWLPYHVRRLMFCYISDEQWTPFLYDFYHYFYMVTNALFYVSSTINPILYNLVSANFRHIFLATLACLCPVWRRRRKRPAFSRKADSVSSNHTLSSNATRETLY
# NTR1 ag cell count 20 µM = recorded beside NTR1 ag, whose call it bears; cell count; measured here: cell count, cytotoxicity flag
# Myeloid diff MLP GFP+ MAC1+ % = also measured in Myeloid diff MLP; calls as there; GFP+ MAC1+ double positive, %; measured here: differentiation confirmed by MAC1 staining
# The depositor's hits bear a star; i = inactive; ? = inconclusive; / = not tested or not shown; + = active, no number; & = joins results of further samples; [ ] = dose if it differs, or a comment. A portion of the library, so the mix of outcomes need not match the whole.
SMILES,Myeloid diff MLP,Myeloid diff MLP GFP+ MAC1+ %,Rac1 GTP hydrolysis,K1F lysis inhibition,NTR1 ag,others
CC(c1ccccc1)n1ccnc1CO (stereo not drawn),i,1.5,8%,/,/,
O=C(CN1CCN(c2cccc(C(F)(F)F)c2)CC1)Nc1ccc2c(c1)OCCCO2,i,1.3,7%,/,/,
CC(C)c1ccc(NC(=O)COC(=O)Cn2cnc3c2c(=O)n(C)c(=O)n3C)cc1,i,1.7,7%,/,/,
Cc1cc(F)ccc1NC(=O)c1ccc(NS(=O)(=O)c2cccs2)cc1,i,0.8,2%,/,/,
C#CCN(C[C@@H]1[C@@H](OC(=O)NCc2ccc(OC)c(OC)c2)[C@@H](OC(=O)NCc2ccc(OC)c(OC)c2)Cn2c(=O)n(CCCCCC)c(=O)n21)S(=O)(=O)c1ccc(C)cc1,i,1.5,10%,/,/,
CN(C)C=Nc1ccc([N+](=O)[O-])c2ccccc12,i,0.7,8%,/,/,
Cc1ccc(-c2ccc(CN3C(CC(C)C)C(=O)N(Cc4cn(CCC5OCCCO5)nn4)CCS3(=O)=O)cc2)cc1 (stereo not drawn),i,0.5,13%,/,/,
COCC(=O)N(C)C[C@H]1Oc2ncc(C#C[C@H](C)O)cc2C(=O)N([C@@H](C)CO)C[C@H]1C,+,4.0*,8%,/,/,
CN1CCN(S(=O)(=O)c2ccc(F)cc2)CC1,i,0.7,7%,/,/,
CN(Cc1ccc(F)cc1)C(=O)CN1CCN(S(=O)(=O)c2ccc3c(c2)OCCCO3)CC1,i,1.0,2%,/,/,
CCCN(C)C[C@H]1Oc2cc(C#Cc3ccc(F)cc3)ccc2S(=O)(=O)N([C@H](C)CO)C[C@@H]1C,i,0.7,10%,/,/,
C[C@H]1CN([C@@H](C)CO)C(=O)CCCn2nncc2CO[C@@H]1CN(C)Cc1cccc2c1OCCCO2,i,1.0,21%,/,/,
CC1=C(C(=O)Nc2cc(C(=O)NCc3ccccc3)ccc2C)SCCO1,i,1.0,5%,/,/,
O=C(O)c1ccc(S(=O)(=O)N2CCCCCCC2)cc1,i,0.4,14%,/,/,
COc1cc(C(=O)N(C)C2CCCCC2)cc(OC)c1OC,i,1.0,-3%,/,/,
CC(=O)N1CCc2c(sc(NC(=O)c3ccc(S(=O)(=O)N(C)CC4CCCO4)cc3)c2C(N)=O)C1 (stereo not drawn),i,0.5,17%,/,/,
O=C(NCC(c1ccco1)N1CCN(c2ccccc2)CC1)C1CCCCC1 (stereo not drawn),i,0.6,5%,/,/,
O=C(CCNC(=O)N1CC(=O)Nc2ccccc21)NCc1ccccc1,i,0.4,4%,/,/,
C[C@@H]1CN([C@@H](C)CO)C(=O)CCCn2nncc2CO[C@@H]1CN(C)S(=O)(=O)c1cccs1,i,0.2,14%,/,/,
CC(=O)NC[C@H]1O[C@@H](n2ccc(N)nc2=O)[C@H](O)[C@@H]1O,i,0.5,9%,/,/,
O=C(O)c1ccc(N2C(=O)c3ccccc3C2=O)cc1[N+](=O)[O-],i,0.8,6%,/,/,
O=S(=O)(NCCS(=O)(=O)N1CCN(c2ccc(F)cc2)CC1)c1ccccc1,i,0.8,8%,/,/,
O=C1CC=Nc2ccc([N+](=O)[O-])cc21,i,0.3,8%,/,/,
Cc1ccc(C(=O)NCCc2nnc3ccc(SCC(=O)Nc4nnc(C)s4)nn23)cc1,i,0.6,13%,/,/,
O=C(NCc1nnnn1-c1ccc(F)cc1)C(=O)c1c[nH]c2ccccc12,i,1.6,13%,/,/,
C[C@H](NC(=O)C1CCN(S(=O)(=O)c2ccccc2)CC1)C(=O)NCc1ccncc1,i,1.4,9%,/,/,
CSc1cccc(NC(=O)C2CCCN(S(C)(=O)=O)C2)c1 (stereo not drawn),i,1.8,12%,/,/,
CC(C)C1C(=O)N(Cc2cn(CCC3OCCO3)nn2)CCS(=O)(=O)N1Cc1ccc(-c2ccc(Cl)c(Cl)c2)cc1 (stereo not drawn),i,0.6,4%,/,/,
O=C(COC(=O)c1c[nH]c2ccccc12)NCc1ccccc1,i,0.8,4%,/,/,
CCOC(=O)CC(=O)Nc1cc2ccc(OC)c(OC)c2cc1C(=O)OCC,i,0.2,5%,/,/,
Cc1ccc(S(=O)(=O)CCC(=O)OCC(=O)Nc2sccc2C#N)cc1,i,0.4,17%,/,/,
COc1ccc(C2=NN(C(=O)c3ccccc3)C(c3ccc(OC)c(OC)c3)C2)c(O)c1 (stereo not drawn),i,1.2,/,0.5%,1.5,NTR1 ag cell count 20 µM=88
Cc1c(CNCCc2ccc(Cl)cc2)c(C(=O)O)c(C)n1-c1ccccc1,i,0.7,/,-0.1%,2.7,NTR1 ag cell count 20 µM=97
S=C1SCN(Cc2ccccc2)CN1Cc1ccccc1,i,1.0,/,0.1%,3.1,NTR1 ag cell count 20 µM=85
CCCCc1c(C)c(C#N)c2nc3ccccc3n2c1NCCN(C)C,i,0.5,/,-0.2%,3.8,NTR1 ag cell count 20 µM=97
CCOCCCNC(=O)c1cn2c3c(ccc(Cl)c3c1=O)OC(C)C2 (stereo not drawn),i,0.9,/,-0.2%,-0.4,NTR1 ag cell count 20 µM=103
CCc1ccc2[nH]c(C(=O)Nc3ccc(Br)c(C)n3)cc2c1,i,0.4,/,-0.2%,0.6,NTR1 ag cell count 20 µM=105
Cc1cc(C)c(C(=O)NC2CC(C)(C)Cc3c2cnn3-c2cccc(F)c2)[nH]1 (stereo not drawn),/,/,6%,-0.1%,-0.3,NTR1 ag cell count 20 µM=65
COc1ccc(CN2CCNC(=O)C2CC(=O)NCCc2cnccn2)cc1C (stereo not drawn),/,/,6%,0.1%,0.4,NTR1 ag cell count 20 µM=50
Cc1nn(Cc2ccc(C(=O)N3CCCC3)o2)c(C)c1[N+](=O)[O-],/,/,-2%,0.1%,0.3,NTR1 ag cell count 20 µM=69
COc1ccc(C(=O)NCCCn2cccn2)cc1OC1CCN(C(C)=O)CC1,/,/,6%,0.0%,0.9,NTR1 ag cell count 20 µM=64
CCOc1ccc(N(CC(=O)NC2CCCCC2)C(=O)Cn2nnc(-c3ccc(C)o3)n2)cc1,/,/,7%,0.3%,0.9,NTR1 ag cell count 20 µM=47
COc1cc(OC)c2c(-c3cccc(-c4ccc(C(F)(F)F)cc4)c3)cc(=O)oc2c1,/,/,10%,0.4%,3.1,NTR1 ag cell count 20 µM=61
Oc1ccc(-c2nc3ccccc3nc2-c2ccc(O)cc2O)c(O)c1,i,1.4,9%,-2.9%,/,
COC(=O)C1OC1c1cc([N+](=O)[O-])ccc1OC (stereo not drawn),i,1.2,1%,-1.9%,/,
C[C@H](O)[C@@H]1C(=O)N2CCc3ccc(N4CCOCC4)cc3[C@@H]2C[C@@H]1N(C)S(=O)(=O)c1ccccc1,i,0.5,7%,0.1%,/,
Nc1ncnc2c1CN(Cc1ccccc1)CC2,i,0.7,9%,-1.5%,/,
O=C(Cc1ccccc1[N+](=O)[O-])NCC1(c2cccc3c2OCO3)OCCO1,i,3.6,10%,6.0%,/,
CC(C)(C)C(=O)C(C(c1ccccc1)N1CCOCC1)N1CCOCC1 (stereo not drawn),i,0.7,4%,-1.0%,/,
CCOC(=O)c1cnc[nH]c1=O,i,0.2,9%,-3.9%,/,
Cc1cc(-c2ccc(NS(=O)(=O)c3ccccc3)c(C)c2)ccc1NS(=O)(=O)c1ccccc1,i,0.9,-18%,-1.6%,/,
CCOC(=O)c1c(-c2ccccc2)c[nH]c1C,i,0.5,1%,-0.6%,/,
O=C(CCl)N1c2ccccc2Sc2c1ccc1ccccc21,i,0.5,18%,0.8%,/,
CC(=O)OC1CCC2C3CCc4cc(O)ccc4C3CCC12C (stereo not drawn),i,1.2,4%,-6.1%,/,
Cc1ccc(S(=O)(=O)Nc2ccccc2N=Cc2c(F)c(F)c(F)c(F)c2F)cc1,i,1.4,1%,1.7%,/,
CCN1C[C@@H]2[C@@H]3C(=O)N(C)C(=O)[C@@H]3[C@](Cc3ccccc3)(C1=O)N2C(=O)c1ccc(C)cc1,i,2.7,-7%,0.2%,/,
COc1ccc(S(=O)(=O)N2CCCCC2)cc1NC(=O)CCc1cc(OC)c(OC)c(OC)c1,i,0.6,3%,0.2%[50 µM],/,
CN(C)c1ncnc2[nH]ncc12,i,0.9,-4%,-2.9%,/,
N#Cc1c(N)n(C2OC(CO)C(O)C2O)c2ncnc(N)c12 (stereo not drawn),?,/,-29%,-4.6%,/,
O=C1CSC(=S)N1N=Cc1ccc(Cl)s1,i,1.8,15%,-2.5%,/,

# Molecules listed so far that contain a CF3 group:
SMILES,Myeloid diff MLP,Myeloid diff MLP GFP+ MAC1+ %,Rac1 GTP hydrolysis,K1F lysis inhibition,NTR1 ag,others
O=C(CN1CCN(c2cccc(C(F)(F)F)c2)CC1)Nc1ccc2c(c1)OCCCO2,i,1.3,7%,/,/,
COc1cc(OC)c2c(-c3cccc(-c4ccc(C(F)(F)F)cc4)c3)cc(=O)oc2c1,/,/,10%,0.4%,3.1,NTR1 ag cell count 20 µM=61

# Next part:
SMILES,Myeloid diff MLP,Myeloid diff MLP GFP+ MAC1+ %,Rac1 GTP hydrolysis,K1F lysis inhibition,NTR1 ag,others
Cn1c(=O)c2[nH]c(CCCCCCCCc3nc4ccccc4[nH]3)nc2n(C)c1=O,i,0.8,2%,-0.2%,/,
CC(=O)Nc1ccc(C=NNc2ccc([N+](=O)[O-])cn2)cc1,i,0.6,6%,-3.2%,/,
O=C(CCSCCC(=O)NN=Cc1cccc(Cl)c1)NN=Cc1cccc(Cl)c1,i,0.2,0%,-0.3%,/,
COc1ccc(CC(C)NCC(O)c2ccc(O)c(NC=O)c2)cc1 (stereo not drawn),i,0.2&2.6,5%&3%,1.9%,/,
CCOc1ccc(OCCC(=O)OCC(=O)Nc2cccc(S(=O)(=O)N3CCCCC3)c2)cc1,i,0.6,-1%,-0.1%[50 µM],/,
Cc1nc(SCC(=O)Nc2c(C)n(C)n(-c3ccccc3)c2=O)c2cnn(-c3ccccc3)c2n1,i,0.5,6%,-0.3%[50 µM],/,
c1ccc(CN2CCC(CNc3ncnc4ccccc34)C2)cc1 (stereo not drawn),i,1.6,-2%,-3.2%,/,
CC[C@H](C)[C@H]1CNC(=O)C(=O)N1CC1CCN(CC2CCC(C)CC2)CC1 (stereo partly drawn),i,4.3,6%,0.3%,/,
Cn1c(=O)c2[nH]c(Cc3cccc(O)c3)nc2n(C)c1=O,i,0.3,-6%,2.8%,/,
CCCCCCCCNCCS(=O)(=O)NCc1ccccc1OC,i,0.7,1%,0.1%,/,
O=C(NN=Cc1ccc([N+](=O)[O-])cc1)c1ccncc1,i,0.7,-2%,0.9%,/,

# Reprinted at random: four records from the list, in no set order.
SMILES,Myeloid diff MLP,Myeloid diff MLP GFP+ MAC1+ %,Rac1 GTP hydrolysis,K1F lysis inhibition,NTR1 ag,others
CCOc1ccc(OCCC(=O)OCC(=O)Nc2cccc(S(=O)(=O)N3CCCCC3)c2)cc1,i,0.6,-1%,-0.1%[50 µM],/,
c1ccc(CN2CCC(CNc3ncnc4ccccc34)C2)cc1 (stereo not drawn),i,1.6,-2%,-3.2%,/,
CCCCCCCCNCCS(=O)(=O)NCc1ccccc1OC,i,0.7,1%,0.1%,/,
Cn1c(=O)c2[nH]c(Cc3cccc(O)c3)nc2n(C)c1=O,i,0.3,-6%,2.8%,/,

# 4 entries already listed, sorted by formula weight, largest number first.
SMILES,Myeloid diff MLP,Myeloid diff MLP GFP+ MAC1+ %,Rac1 GTP hydrolysis,K1F lysis inhibition,NTR1 ag,others
COCC(=O)N(C)C[C@H]1Oc2ncc(C#C[C@H](C)O)cc2C(=O)N([C@@H](C)CO)C[C@H]1C,+,4.0*,8%,/,/,
Cn1c(=O)c2[nH]c(CCCCCCCCc3nc4ccccc4[nH]3)nc2n(C)c1=O,i,0.8,2%,-0.2%,/,
CCc1ccc2[nH]c(C(=O)Nc3ccc(Br)c(C)n3)cc2c1,i,0.4,/,-0.2%,0.6,NTR1 ag cell count 20 µM=105
COc1cc(C(=O)N(C)C2CCCCC2)cc(OC)c1OC,i,1.0,-3%,/,/,
